D3 antag – antagonists of human D3 dopamine receptor; max response, negative = inhibition, %; D3R cells, DiscoveRx beta-arrestin luminescence, antagonist mode; stronger effect = lower value; 360,000 tested, 2.5% active; in the data active = max response below about -50%; inconclusive = no clear call, values can overlap the other calls; also: % is scaled to controls: 0 for no effect and ±100 for the full control effect; mostly tested at two doses, the higher about 12 µM
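Cells expressing the human receptor were seeded at 1500 cells/well, incubated overnight at 37 degrees C in 5% CO2, then exposed to library compounds with dopamine controls for 90 minutes at 37 degrees C before luminescent detection.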
PTHR1 agonist – activates the human parathyroid hormone receptor PTHR1. Q03431. HEK293 GP2 PTHR1 cells, GloSensor cAMP luminescence, 1 h. Potency, µM (top dose mostly 115 µM), without a hit: at the highest dose activation, hits mostly activators. 410,000 tested, 0.075% active; also: potency is read from the fitted curve at half-maximal effect; nearly all actives have a fitted effect of over 55% in size; some results filed as inactive show a strong effect at the top dose; inactives centre near -15; many of its hits are not listed in these tables
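HEK-293-derived GP2 cells expressing PTHR1 and a GloSensor cAMP reporter, 3,000/well, plated overnight, given luciferin plus IBMX (each 0.5 mM as added) for 1 h at 37 °C, then compound for 1 h at 37 °C. Luminescence was read after 15 min at room temperature.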
MmCpn inh – inhibitors of Methanococcus maripaludis chaperonin (MmCpn) | Potency, µM (highest dose often 76.9 µM), for inactives: at the highest dose activity, negative = inhibition, hits mostly inhibitors | purified Mm-Cpn ATPase, ADP Transcreener TR-FRET | 330,000 tested, 0.031% active; also: potency is read from the fitted curve at half-maximal effect; % is scaled to controls: 0 for no effect and ±100 for the full control effect; nearly all actives have a fitted effect of over 80% in size
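Eu-cryptate anti-ADP/ADP-d2 competition gives a ratio inversely related to ADP. Enzyme at 25 nM was pre-exposed to compound for 10 min, then given 10 uM ATP for 30 min, 37°C throughout.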
CCT modulator – cytosolic chaperonin activity modulation | purified chaperonin ATPase assay, HTRF ADP detection, 30 min | activity change, % (no concentration beside the values), hits read low | 360,000 tested, 0.3% active | AID 651819; in the data active = activity change below about -30%; also: % is scaled to controls: 0 for no effect and ±100 for the full control effect
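We incubate TRiC, 40 or 20 nM final, with library compounds at 76 uM and 10 uM ATP for 30 min at 37 °C. ADP formed is detected with Transcreener HTRF reagents after 30 min at room temperature.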
pAkt inh – blocks phosphorylation of Akt; AID 651550; 360,000 tested, 0.32% active; activity change, % for hits at 50 µM; Neuro2A IGF-stimulated pAkt S473 HTRF, 20 min; stronger effect = lower value; in the data active = activity change below about -80%; inconclusive = mostly about -51% to -80%; also: % is scaled to controls: 0 for no effect and ±100 for the full control effect
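Neuro2A cells (4,500/well, DMEM with 0.5% FBS) were treated with compound at a single 50 µM final concentration, stimulated with 6 nM IGF for 20 min at 37 °C, and lysed. Phospho-Akt Ser473 was read by HTRF as 665/615 ratio ×10^4.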
EPAC2 agonist – activates human EPAC2 exchange factor. Potency, µM (highest dose often 154 µM), inactives show at the top dose activation, hits mostly activators. Q8WZA2. 360,000 tested, 0.079% active. EPAC2 activation, biochemical qHTS; response scale: 100% = 6.5 mM cAMP response; also: potency is read from the fitted curve at half-maximal effect; nearly all actives have a fitted effect of over 50% in size
Target sequence (Q8WZA2 whole entry, looked up): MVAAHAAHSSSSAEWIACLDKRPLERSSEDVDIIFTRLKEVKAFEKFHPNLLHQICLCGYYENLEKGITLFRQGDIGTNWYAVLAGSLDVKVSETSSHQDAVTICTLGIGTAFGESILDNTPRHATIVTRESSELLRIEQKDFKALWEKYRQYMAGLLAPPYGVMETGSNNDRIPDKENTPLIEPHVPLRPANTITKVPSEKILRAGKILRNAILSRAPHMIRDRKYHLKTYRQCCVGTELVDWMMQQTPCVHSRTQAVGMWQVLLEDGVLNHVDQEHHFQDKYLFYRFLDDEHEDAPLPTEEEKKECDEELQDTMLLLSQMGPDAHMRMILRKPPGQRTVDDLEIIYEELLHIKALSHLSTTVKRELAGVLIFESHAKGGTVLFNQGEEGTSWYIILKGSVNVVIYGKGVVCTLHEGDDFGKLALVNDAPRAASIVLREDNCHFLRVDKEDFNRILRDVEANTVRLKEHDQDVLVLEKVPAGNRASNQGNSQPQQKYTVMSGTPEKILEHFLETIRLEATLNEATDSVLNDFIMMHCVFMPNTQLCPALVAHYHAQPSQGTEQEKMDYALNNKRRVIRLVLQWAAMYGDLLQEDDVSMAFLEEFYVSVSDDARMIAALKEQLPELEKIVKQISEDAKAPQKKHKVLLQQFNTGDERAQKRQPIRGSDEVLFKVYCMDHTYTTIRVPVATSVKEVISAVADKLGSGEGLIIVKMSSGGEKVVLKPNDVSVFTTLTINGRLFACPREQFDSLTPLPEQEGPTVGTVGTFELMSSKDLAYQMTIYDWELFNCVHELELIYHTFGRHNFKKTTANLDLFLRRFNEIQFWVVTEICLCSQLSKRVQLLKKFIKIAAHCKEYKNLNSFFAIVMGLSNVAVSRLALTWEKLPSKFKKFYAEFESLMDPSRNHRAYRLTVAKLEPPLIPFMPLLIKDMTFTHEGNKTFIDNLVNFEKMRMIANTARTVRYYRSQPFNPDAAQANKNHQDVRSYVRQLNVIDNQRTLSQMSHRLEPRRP
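Readout is BODIPY fluorescence (480 nm excitation, 540 nm emission), which falls as labeled GDP is exchanged off Rap1B. EPAC2 at 100 nM acted on 250 nM RAP1B-BODIPY-GDP with 50 uM GDP present.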
EPAC2 antag – EPAC2 (human) antagonism | Q8WZA2 | EPAC2 GEF exchange of Rap1B-BODIPY-GDP, fluorescence | Potency, µM (titrated, usually from 114 µM), without a hit: at the top dose activity, negative = inhibition, usual class: inhibitors | 360,000 tested, 0.18% active | AID 720708; also: potency is read from the fitted curve at half-maximal effect; % is scaled to controls: 0 for no effect and ±100 for the full control effect; nearly all actives have a fitted effect of over 45% in size; many of its hits are not listed in these tables
DRD3 agonist – agonists of human D3 dopamine receptor; D3R DiscoveRx beta-arrestin cells, luminescence, 90 min; 410,000 tested, 0.58% active; P35462; max activation, %; in the data active = max activation above about 30%; also: 0% is about no effect; mostly tested at two doses, the higher about 12 µM
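Cells at 1500/well, incubated overnight, then treated with pinned compounds (dopamine as control) for 90 min at 37 degrees C. DiscoveRx reagent added for 30 - 60 minutes at room temperature; luminescence read.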
The depositor's hits bear a star; i = inactive; ? = inconclusive; . = not tested or not shown; [ ] = another dose, or the depositor's remark. Unless noted, calls follow the shape of the dose curve; as a rule, active = well fitted curve in the direction sought with a large enough effect; inconclusive = small, poorly fitted or top-dose-only effect, or another doubt; inactive = no such curve, though single readings can be large; an effect the other way counts as inactive or inconclusive. Not all compounds are listed, so the mix of outcomes need not match the whole.

SMILES	D3 antag	PTHR1 agonist	MmCpn inh	CCT modulator	pAkt inh	EPAC2 agonist	EPAC2 antag	DRD3 agonist
Cc1nc(/C=C\C(=O)O)c2cc(C)oc2n1	0.5	-15.0%	-0.1%	-2.6	i	12.0%	-0.1%	0.7
COc1cccc(NC(=O)[C@@H]2CCC(=O)N2C2OC(=O)c3ccccc32)c1 (stereo partly drawn)	-20.0	-16.0%	-2.4%	0.5	i	1.2%	2.2%	5.1
Cc1ccc(NS(C)(=O)=O)c(C(=O)c2ccccc2)c1	20.1	i	0.3%	-1.0	i	4.1%	0.0%	2.9
O=C(COC(=O)CCC(=O)c1cccs1)Nc1ncc(Cl)cc1Cl	-10.7	-6.7%	-23.5%	1.3	i	1.3%	13.2%	-1.0
COc1ccc(C(=O)N=C2CCC(C#N)=C3c4cc(OC)c(OC)cc4CCN23)cc1	7.8	i	0.7%	-5.2	i	2.0%	-4.8%	8.6
COc1ccccc1NS(=O)(=O)c1cc([N+](=O)[O-])ccc1N/N=C/c1c(C)[nH]c2ccccc12	-52.2*	-17.3%	-0.7%	-2.0	i	-6.4%	-0.4%	-33.1
COc1ccccc1NC(=O)CN1CCN(c2ccc(F)cc2)CC1	3.8	-23.7%	.	-1.7	i	8.0%	-2.3%	4.6
CNc1ncc(C(=O)c2ccc(F)cc2)s1	5.3	i	0.7%	-0.3	i	5.6%	-1.0%	-2.0
CCOc1cc(/C=N/NC(=O)Cc2ccc(C(F)(F)F)cc2[N+](=O)[O-])c(Br)cc1OC	-5.3	28.8%[57.5 µM]	0.1%	-0.5	i	-5.7%	2.3%	0.4
COC(=O)c1cccc(NS(=O)(=O)c2ccc(OC)cc2)c1C	-21.0	-0.2%	-0.2%	-1.5	i	3.3%	5.1%	-5.0
C=CC[n+]1ccn(-c2nc3ccccc3nc2[N-]S(=O)(=O)c2cccs2)c1	-2.5	i	-2.8%	-0.8	i	16.2%	0.7%	0.6
Cc1cccc(OCC(=O)NNC(=O)CCc2ccccc2)c1	7.2	i	-3.5%	-2.1	i	2.7%	2.3%	1.7
Cc1ccccc1-n1cc(C(=O)c2cc(Cl)ccc2O)cc(C#N)c1=O	-19.0	-15.1%	1.0%	-0.9	i	6.5%	-5.3%	-3.7
CCOC(=O)c1[nH]c(C)c(/C(C)=N\O)c1C	10.9	i	.	-3.0	i	-5.2%	0.8%	1.7
CCC1CCCCN1CCCNC(=O)C1CC(=O)N(CCc2ccccc2)C1 (stereo not drawn)	24.3	-15.2%	1.1%	-0.5	i	2.4%	4.2%	3.6
O=C(O)CCC(=O)Nc1ccc(Br)cn1	-11.6	-1.1%	-2.8%	-1.6	i	7.1%	15.7%	6.9
O=C(CC(Nc1cccc(Cl)c1Cl)C(=O)O)c1ccccc1 (stereo not drawn)	8.7	-65.2%[inhibitor]	-0.5%	0.4	i	7.2%	-4.1%	-8.2
CCc1noc(C)c1C(=O)OC(C)C(=O)Nc1ccc(Cl)cn1 (stereo not drawn)	-3.9	-6.1%	-2.8%	-4.1	i	7.9%	-8.9%	2.5
COc1ccc(Oc2cnc3ccccc3n2)cc1	7.9	-4.9%	3.3%	0.7	i	4.4%	1.9%	5.9
COc1ccc(OC)c(NC(=O)CCN2CCC(C)CC2)c1	-50.8*	i	4.1%	-14.0	i	11.0%	-1.5%	-29.8
O=C(CC1C(=O)NCCN1Cc1cccc(F)c1)NCCCCCN1CCOCC1 (stereo not drawn)	13.1	-16.0%	0.4%	-0.6	i	5.8%	8.5%	4.4
Cc1ccccc1CC1(CO)CCCN(C(=O)c2ccccc2N(C)C)C1 (stereo not drawn)	4.0	-9.9%	-0.1%	-3.9	i	0.6%	-8.1%	1.9
COc1ccc(C(C)NC(=O)c2ccccc2Br)cc1OC (stereo not drawn)	15.0	i	0.4%	1.1	i	-16.9%	17.1%[57.1 µM]	3.3
COc1ccc(S(=O)(=O)NCc2cccnc2)cc1Br	46.8	i	0.6%	0.4	i	-2.6%	-17.7%	18.2
O=C(O)C1CCN(C(=O)c2cccc3ccccc23)CC1	11.7	i	1.3%	3.8	i	5.0%	4.3%	9.9
CCCCOC(=O)c1c(C)oc2ccc(NS(=O)(=O)c3ccc4c5c(cccc35)C(=O)N4)cc12	-9.5	-0.4%	1.5%	-1.4	i	-14.7%	-18.7%	4.0
CC(C)C[C@H](NC(=O)c1nc[nH]c1C(=O)NCCNC(=O)OC(C)(C)C)C(=O)CNCCNC(=O)c1[nH]cnc1C(=O)N[C@@H](C)C(=O)OC(C)(C)C	-4.2	-26.6%	-1.5%	0.1	i	-6.5%	-3.9%	12.1
O=C1C(Cc2ccccc2)C(c2ccccc2)N1c1ccccc1 (stereo not drawn)	-20.3	i	1.1%	-0.7	i	3.6%	-16.6%	-1.5
O=[N+]([O-])c1ccc(Oc2cccc(F)c2)c2ccncc12	20.2	i	-0.2%	-4.8	i	4.9%	7.7%	0.8
COc1c2c(c3c(c1OC)c(=O)c1ccccc1n3C)OCO2	18.1	i	.	0.7	i	-2.1%	-5.4%	-0.7
O=C(CCC(=O)c1ccc(F)cc1)Nc1ccccc1Cl	-11.9	-4.9%	1.7%	-1.5	i	10.2%	4.8%	-3.1
COc1ccc(NC(=O)C(=O)Nc2cccc3ccccc23)c(OC)c1	4.5	i	-5.8%	-1.4	i	11.3%	6.2%	5.5
Cc1ccc(-c2cc([C@H]3[C@H]4C=CC[C@@H](C)[C@@H]4C(=O)N3Cc3ccccc3)ccc2F)cc1	-10.4	-0.1%	2.0%	-1.8	i	13.8%	-20.0%	-0.6
CCOc1cccc(OCCCCn2cnc3ccccc3c2=O)c1	11.5	i	3.3%	0.6	i	2.4%	3.4%	2.7
Cc1c(NC(=O)/C(C#N)=C/c2ccc(-c3ccc(Cl)c(Cl)c3)o2)c(=O)n(-c2ccccc2)n1C	22.0	-13.3%	2.3%	-1.8	i	6.5%	5.7%	13.7
CC(=O)Nc1cc(F)c2c(c1F)Cc1cc(F)ccc1-2	3.9	-0.2%	.	1.3	i	1.1%	3.0%	-1.6
CC1=C(C(N)=O)C(c2cccnc2)n2nc(-c3cccc(C)c3)nc2N1 (stereo not drawn)	13.0	i	-3.2%	-0.9	i	-2.6%	10.6%	-0.9
Cn1cccc1/C=N/NC(=O)c1cccnc1	12.9	-4.6%[57.5 µM]	-0.8%	0.1	i	9.5%	8.1%	12.3
COc1ccc(CN(C)S(=O)(=O)c2nnc(NC(=O)c3cccc(F)c3)s2)cc1OC	15.4	-26.8%	-4.3%	-1.5	i	-0.7%	-7.3%	4.1
CCOC(=O)/C(=C\C=C\N1CCOCC1)C(C)=O	9.4	i	-0.3%	2.9	i	-6.5%	4.6%	-3.6
CN(C)CCCOc1ccc(-c2cccc3nncn23)cn1	?	-9.6%	.	0.0	i	3.3%	22.7%	-7.7
CCN(C(=O)CSc1nnc(-c2ccccc2F)n1N)c1c(N)n(Cc2ccccc2)c(=O)[nH]c1=O	30.5	-20.5%	.	-0.3	i	-0.5%	-6.4%	3.6
NS(=O)(=O)c1ccc(CCNC(=O)C2(S(=O)(=O)c3ccc(Cl)cc3)CC2)cc1	17.8	i	-0.1%	0.5	i	1.4%	-6.3%	8.4
Cc1ccccc1CNC(=O)c1ccccc1NS(C)(=O)=O	-12.2	-65.1%[inhibitor]	-0.2%	-2.3	i	5.4%	-1.8%	0.8
O=S(=O)(Nc1cccc2ccccc12)c1ccccc1	4.4	-5.2%	1.5%	0.5	i	0.3%	0.4%	0.6
Cc1cc(NC(=O)c2ccc(NC(=O)C(C)C)cc2)no1	22.3	0.0%[57.5 µM]	-0.9%	-1.1	i	6.7%	4.4%	-1.8
CCOc1ccc(OCC(=O)NCCc2nc3ccccc3[nH]2)cc1	15.2	-0.8%[57.5 µM]	0.9%	-0.3	i	1.5%	2.3%	-7.0
Cc1cc(C)nc(Nc2n[nH]c(-c3ccccc3Cl)n2)n1	-0.6	i	0.4%	-1.3	i	-0.8%	7.6%	1.3
CC1(C)Cc2cccc(OCC(=O)OCC(=O)NCc3ccc(F)cc3)c2O1	7.7	i	-0.8%	3.3	i	-2.9%	-10.7%	0.2
COCCn1c(SCc2nnc(-c3ccc(OC)c(OC)c3)o2)nnc1-c1ccncc1	6.7	-26.5%	-0.7%	0.0	i	0.8%	-3.5%	-6.2
CC(=O)N1c2ccc(S(=O)(=O)N3CCCC(C(=O)NCc4ccc(Cl)cc4)C3)cc2CC1C (stereo not drawn)	18.5	-54.2%[inhibitor]	-0.2%	0.5	i	3.0%	1.6%	2.3
CC(C)NC(=O)Cn1c(SCC(=O)N2CCCc3ccccc32)nc2ccccc21	-16.2	i	-0.6%	-1.3	i	7.9%	-4.6%	-13.0

Part of the list above in order of molar mass, descending:
SMILES	D3 antag	PTHR1 agonist	MmCpn inh	CCT modulator	pAkt inh	EPAC2 agonist	EPAC2 antag	DRD3 agonist
CCN(C(=O)CSc1nnc(-c2ccccc2F)n1N)c1c(N)n(Cc2ccccc2)c(=O)[nH]c1=O	30.5	-20.5%	.	-0.3	i	-0.5%	-6.4%	3.6
COCCn1c(SCc2nnc(-c3ccc(OC)c(OC)c3)o2)nnc1-c1ccncc1	6.7	-26.5%	-0.7%	0.0	i	0.8%	-3.5%	-6.2
NS(=O)(=O)c1ccc(CCNC(=O)C2(S(=O)(=O)c3ccc(Cl)cc3)CC2)cc1	17.8	i	-0.1%	0.5	i	1.4%	-6.3%	8.4
CC(C)NC(=O)Cn1c(SCC(=O)N2CCCc3ccccc32)nc2ccccc21	-16.2	i	-0.6%	-1.3	i	7.9%	-4.6%	-13.0
CC1(C)Cc2cccc(OCC(=O)OCC(=O)NCc3ccc(F)cc3)c2O1	7.7	i	-0.8%	3.3	i	-2.9%	-10.7%	0.2
Cc1cc(C)nc(Nc2n[nH]c(-c3ccccc3Cl)n2)n1	-0.6	i	0.4%	-1.3	i	-0.8%	7.6%	1.3
CN(C)CCCOc1ccc(-c2cccc3nncn23)cn1	?	-9.6%	.	0.0	i	3.3%	22.7%	-7.7
O=S(=O)(Nc1cccc2ccccc12)c1ccccc1	4.4	-5.2%	1.5%	0.5	i	0.3%	0.4%	0.6
